Bioassay records (PubChem)
AmpC inh detg = qHTS Inhibitors of AmpC Beta-Lactamase (assay with detergent) | AmpC hydrolysis of nitrocefin, absorbance 480 nm, 0.01% Triton | actives 0.041% (n = 370,000) | AID 485294, 2010 | Potency, µM (doses to about 114 µM), for inactives: at the highest dose activity change, negative = inhibition, most hits filed as inhibitors | P00811;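 further: potency means the concentration at half of the fitted maximal effect; 0% = no-compound wells and -100% = no-enzyme wells; nearly all actives have a fitted effect of over 25% in size; some results filed as inactive show a strong effect at the top dose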
Target sequence (P00811 whole entry, looked up): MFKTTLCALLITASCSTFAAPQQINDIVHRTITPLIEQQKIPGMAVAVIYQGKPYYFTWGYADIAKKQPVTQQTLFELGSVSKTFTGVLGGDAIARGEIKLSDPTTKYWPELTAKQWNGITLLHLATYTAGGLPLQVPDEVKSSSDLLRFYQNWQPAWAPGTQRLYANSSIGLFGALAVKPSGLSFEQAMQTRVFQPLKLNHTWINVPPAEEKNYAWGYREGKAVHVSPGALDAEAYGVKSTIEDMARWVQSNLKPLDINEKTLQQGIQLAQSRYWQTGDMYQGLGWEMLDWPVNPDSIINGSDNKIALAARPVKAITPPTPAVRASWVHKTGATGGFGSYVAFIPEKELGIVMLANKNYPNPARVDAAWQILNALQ
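AmpC (5.3 nM in the dispensed reagent) in 20 mM phosphate pH 7.0 with 0.01% (detergent screen) or 0.0001% Triton X-100 was preincubated with compounds for 15 min at room temperature. Nitrocefin was then added from an 800 uM solution, and hydrolysis was followed at 480 nm.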
HCMV antiviral = qHTS Assay for inhibitors of the human cytomegalovirus (HCMV) | actives 4.5% (n = 410,000) | activity change, negative = inhibition, % at 57.5 µM | AID 1259415, 2018 | HFF cells, HCMV-luciferase reporter, 72 h; hits give low values; in the data active means activity change below about -60%; inconclusive means no clear call, values can overlap the other calls; inactive means above about -39%
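Luciferase read-out from HCMV-luciferase-infected HFFs (MOI 1 PFU/cell) 72 h post infection at 37C; compounds added after 16 h cell attachment; activity normalized between buffer-only basal and Salinomycin (10uM) inhibitor controls.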
LmPK inh = qHTS Assay for Inhibitors of Leishmania Mexicana Pyruvate Kinase (LmPK); Q27686; purified LmPK, Kinase-Glo ATP luminescence, 1 h; Potency, µM (series often up to 57.5 µM), without a hit: at the top dose activity change, negative = inhibition, actives largely listed as inhibitors; actives 0.37% (n = 290,000); further: potency means the concentration at half of the fitted maximal effect
Target sequence (Q27686 whole entry, looked up): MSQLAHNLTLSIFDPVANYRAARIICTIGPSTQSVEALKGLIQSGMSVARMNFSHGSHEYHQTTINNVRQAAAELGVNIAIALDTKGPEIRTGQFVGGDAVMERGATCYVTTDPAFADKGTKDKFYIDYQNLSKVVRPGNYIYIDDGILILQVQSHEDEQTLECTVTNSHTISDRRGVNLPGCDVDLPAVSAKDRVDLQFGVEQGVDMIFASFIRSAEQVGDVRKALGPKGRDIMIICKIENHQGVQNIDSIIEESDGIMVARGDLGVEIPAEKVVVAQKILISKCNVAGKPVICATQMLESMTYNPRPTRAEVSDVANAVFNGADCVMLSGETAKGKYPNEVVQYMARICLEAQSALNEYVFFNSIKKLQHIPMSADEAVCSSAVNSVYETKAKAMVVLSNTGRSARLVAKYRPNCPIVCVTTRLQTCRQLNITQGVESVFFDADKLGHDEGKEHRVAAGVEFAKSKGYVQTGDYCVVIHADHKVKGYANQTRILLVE
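qHTS format; LmPK 0.1 nM; substrates PEP 0.5 mM and ADP 0.1 mM. One-hour room-temperature incubation, then coupled luciferase luminescence; 0.5 nM enzyme wells mark activation.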
AMA1-RON2 inh = qHTS for Inhibitors of AMA1-RON; Towards Development of Antimalarial Drug Lead: Primary Screen. Plasmodium falciparum AMA1 (3D7) - RON2 peptide interaction. actives 0.2% (n = 360,000). AID 720542, 2013. Potency, µM (top dose mostly 58.2 µM), for the others: at the highest dose activity change, negative = inhibition, actives largely listed as inhibitors. AlphaScreen AMA1-biotinylated RON2 peptide binding;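 further: potency means the concentration at half of the fitted maximal effect; 0% = vehicle wells and -100% = peptide control; nearly all actives have a fitted effect of over 45% in size; some results filed as inactive show a strong effect at the top dose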
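AMA1 (3D7) with his tag at 25 nM final met compounds first, then biotinylated RON2 peptide at 25 nM; detection used donor plus acceptor beads, 10 µg/mL apiece, read by AlphaScreen after 30 min at room temperature.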
TbPYK inhibitor = qHTS of Trypanosoma Brucei Inhibitors. pyruvate kinase (Trypanosoma brucei), Q57TT1. TbPYK enzyme, Kinase-Glo Plus ATP luminescence, 45 min. Potency, µM (top dose mostly 76.8 µM), for the others: at the highest dose activity, negative = inhibition, actives largely listed as inhibitors. actives 0.12% (n = 410,000). AID 624173, 2012; further: potency means the concentration at half of the fitted maximal effect; nearly all actives have a fitted effect of over 50% in size
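Luminescent Kinase-Glo Plus end-point after 45 min room-temperature reaction of T. brucei pyruvate kinase started with 130 uM ADP (final). Buffer TEA 50 mM pH 7.2 with KCl, MgCl2, BSA, Tween-20; titration-based qHTS with fitted concentration-effect curves.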
AmpC no deterg = qHTS Inhibitors of AmpC Beta-Lactamase (assay without detergent) | P00811 | AmpC nitrocefin hydrolysis, absorbance 480 nm, 0.0001% Triton | Potency, µM (titrated, usually from 57.1 µM), for inactives: top-dose activity change, negative = inhibition, usual class: inhibitors | actives 0.52% (n = 330,000) | AID 485341, 2010;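 further: potency means the concentration at half of the fitted maximal effect; plate controls were no compound for no effect and no enzyme for full effect; nearly all actives have a fitted effect of over 20% in size; some results filed as inactive show a strong effect at the top dose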
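AmpC (5.3 nM in the dispensed reagent) in 20 mM phosphate pH 7.0 with 0.01% (detergent screen) or 0.0001% Triton X-100 was preincubated with compounds for 15 min at room temperature. Nitrocefin was then added from an 800 uM solution, and hydrolysis was followed at 480 nm.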
Sm TGR block = qHTS Assay for the Inhibitors of Schistosoma Mansoni Peroxiredoxins; Potency, µM (highest dose often 114 µM), inactives show at the top dose activity change, negative = inhibition, actives largely listed as inhibitors; AID 485364, 2010; actives 3% (n = 360,000); purified TGR, DTNB reduction, TNB absorbance 405 nm; Schistosoma mansoni thioredoxin glutathione reductase (TGR), Q962Y6; further: potency means the concentration at half of the fitted maximal effect; nearly all actives have a fitted effect of over 60% in size
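First, TGR (20 nM dispensed) and NADPH were mixed with compound. Second, a 15 min room-temperature incubation followed. Third, further NADPH and then DTNB were added to start the reaction. Finally, TNB absorbance was monitored kinetically.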
* hit, by the source's call; ? = inconclusive; . = not tested or not shown; [ ] = remark or other dose. Unless noted, the call rests on the fitted dose curve; in most records, active means well fitted curve in the direction sought with a large enough effect; inconclusive means small, poorly fitted or top-dose-only effect, or another doubt; inactive means no such curve, though single readings can be large; an effect the other way counts as inactive or inconclusive. Unless noted, on the % scale 0 is the no-effect control and ±100 the full control effect.

Sample of the layout:
nr	structure	AmpC inh detg	HCMV antiviral	LmPK inh	AMA1-RON2 inh	TbPYK inhibitor	AmpC no deterg	Sm TGR block
1	CCCCOCC(O)Cn1c(C)nc2ccccc21 (stereo unspecified)	?	14	-4%	-13%	-2%	-1%	0%
2	O=C(NCC1=C(c2cccc3ccccc23)C[C@@H]2CC[C@H]1N2Cc1ccco1)c1ccncc1	.	20	.	-12%	-11%	.	.
3	COc1ccc(Br)cc1CN(C)CC(=O)Nc1cc([N+](=O)[O-])ccc1OC	2%	-36	1%	40%[activator]	-1%	-33%	6%
4	CCCC1=NN2C(=N)/C(=C\c3ccc(OCCOc4ccc(NC(C)=O)cc4)c(OC)c3)C(=O)N=C2S1	0%	-33	-6%	81%[activator]	2%	?	10%

Main list, from the start:
nr	structure	AmpC inh detg	HCMV antiviral	LmPK inh	AMA1-RON2 inh	TbPYK inhibitor	AmpC no deterg	Sm TGR block
1	CCCCOCC(O)Cn1c(C)nc2ccccc21 (stereo unspecified)	?	14	-4%	-13%	-2%	-1%	0%
2	O=C(NCC1=C(c2cccc3ccccc23)C[C@@H]2CC[C@H]1N2Cc1ccco1)c1ccncc1	.	20	.	-12%	-11%	.	.
3	COc1ccc(Br)cc1CN(C)CC(=O)Nc1cc([N+](=O)[O-])ccc1OC	2%	-36	1%	40%[activator]	-1%	-33%	6%
4	CCCC1=NN2C(=N)/C(=C\c3ccc(OCCOc4ccc(NC(C)=O)cc4)c(OC)c3)C(=O)N=C2S1	0%	-33	-6%	81%[activator]	2%	?	10%
5	COc1ccccc1CCC(=O)N(C)CC(=O)Nc1ccc(Cl)c(C(F)(F)F)c1	-6%	-4	-1%	-12%	2%	46%	2%
6	CS(=O)(=O)c1ccc(C(=O)Nc2ccc(-c3nc4ccccc4[nH]3)cc2)cc1	?	-2	-1%	0%	-5%	-19%	-8%
7	C[C@H]1CN([C@@H](C)CO)S(=O)(=O)c2ccc(Br)cc2O[C@@H]1CN(C)C(=O)Cc1ccccc1	.	-3	.	-3%	1%	.	.
8	CCSc1nnc(-c2ccc(Cl)cc2)c2ccccc12	?	?	-3%	-15%	5%	12%	3%
9	COc1ccc(C2CC(c3ccc(C)cc3)Nc3ncnn32)cc1 (stereo unspecified)	?	-5	2%	8%	-2%	43%	7%
10	CC(=O)NC(c1ccc(F)cc1)c1cccnc1 (stereo unspecified)	-1%	23	-1%	-4%	1%	-14%	-7%
11	COc1cc(O)ccc1-c1nc2ccc(Br)cn2c1Nc1ccccc1C	18%	14	.	.	-2%	.	-36%
12	COc1cc(-c2nnc(SCC(=O)Oc3ccccc3Cl)o2)cc(OC)c1OC	16%	15	.	.	-9%	.	?
13	O=C(CCCN1C(=O)C(c2ccccc2)Oc2cccnc21)Nc1ccccc1Br (stereo unspecified)	.	5	.	-9%	2%	.	.
14	COc1ccc(CCC(=O)NCCc2csc(-c3cccc(C)c3)n2)cc1	2%	2	.	.	2%	.	3%
15	CCC[C@@H]1CCCO[C@@](C(=O)NCc2ccc(S(C)(=O)=O)cc2)(C(F)(F)F)C1	.	11	.	11%	1%	.	.
16	Cc1n(N)c2ccccc2[n+]1CC(=O)c1ccccc1	0%	7	-11%	7%	3%	-17%	0%[57.1 µM]
17	COc1ccc(CCNC(=O)CNCC2CCCCC2)cc1OC	1%	-7	-10%	10%	0%	-5%	3%
18	O=C(NC1CCCC1)C(c1cccnc1)N(C(=O)c1csnn1)c1ccccc1 (stereo unspecified)	-2%	-33	-2%	0%	6%	-3%	-7%
19	CCCS(=O)(=O)c1cscc1NC(=O)c1c(-c2c(F)cccc2Cl)noc1C	1%	3	1%	-23%	?	0%	2%
20	Cc1ccc(S(=O)(=O)N2CCN(C(=O)c3ccco3)CC2)cc1	0%	32	-2%	-24%	-8%	0%	-5%
21	CC(C)CCOc1ccc(C2(C)NC(=O)NC2=O)cc1 (stereo unspecified)	-12%	-28	0%	-6%	3%	3%	4%
22	COc1ccccc1C(=O)Nc1ccc(S(=O)(=O)N2CCN(C)CC2)cc1	.	97	.	-11%	4%	.	.
23	O=C(Nc1cc2c3c(c1)CC(=O)N3CCC2)C1CCCCC1	?	17	.	2%	-10%	?	3%
24	O=c1c2cccc3c2c(nn1CN1CCOCC1)-c1ccccc1-3	-11%	.	0%	-5%	0%	-17%	-5%
25	COC(=O)CCC(=O)N1CN2CN(C(=O)CCC(=O)OC)CC([N+](=O)[O-])(C2)C1	-5%	-14	-4%	-3%	-4%	2%	-1%

Quoted at random: 3 compounds from above.
nr	structure	AmpC inh detg	HCMV antiviral	LmPK inh	AMA1-RON2 inh	TbPYK inhibitor	AmpC no deterg	Sm TGR block
17	COc1ccc(CCNC(=O)CNCC2CCCCC2)cc1OC	1%	-7	-10%	10%	0%	-5%	3%
5	COc1ccccc1CCC(=O)N(C)CC(=O)Nc1ccc(Cl)c(C(F)(F)F)c1	-6%	-4	-1%	-12%	2%	46%	2%
23	O=C(Nc1cc2c3c(c1)CC(=O)N3CCC2)C1CCCCC1	?	17	.	2%	-10%	?	3%

Further compounds
nr	structure	AmpC inh detg	HCMV antiviral	LmPK inh	AMA1-RON2 inh	TbPYK inhibitor	AmpC no deterg	Sm TGR block
26	COc1ccc(N(C(=O)CNC(=O)c2cccs2)C(C(=O)NCC2CCCO2)c2ccccc2)cc1 (stereo unspecified)	-1%	-17	4%	9%	6%	11%	11%
27	O=C(NNC(=O)c1cc(S(=O)(=O)N2CCOCC2)c(Cl)cc1Cl)c1ccccc1F	.	4	.	77%[activator]	5%	-25%	.
28	O=C(OCc1nnc(-c2ccccc2)o1)c1ccc(S(=O)(=O)NCc2ccco2)cc1	?	2	1%	-10%	0%	-22%	?
29	Cn1ncc([N+](=O)[O-])c1C(=O)Nc1ccc(-c2ccccc2)cc1	-12%	48	-2%	5%	2%	-2%	7%
30	COc1ccc(NC(=O)CN(C)C(=O)c2cc(-c3ccccc3)nc3ccccc23)cc1	?	-17	.	-9%	-4%	-35%	-2%
31	CCOC(=O)[C@]12CCCC=C1N(Cc1cccc3ccccc13)C(=O)[C@H](CC(=O)N1CCCCC1)C2	.	-7	.	-18%	0%	.	.
32	Cc1cc(C)c(C(=O)/C=C/c2ccc3c(c2)OCO3)c(=O)[nH]1	3%	-101*	3%	-18%	-8%	5%	-25%
33	CC1(C)C(=O)C2(CCCCC2)C(=O)OC1C(=O)c1ccccc1 (stereo unspecified)	-2%	11	2%	1%	-8%	-11%	-7%
34	CN(C)CCCN(C(=O)c1ccco1)c1nc(-c2ccc(Cl)cc2)cs1	-11%	112	-8%	-8%	-2%	96%[activator]	4%
35	COCCn1c(SCC(=O)Nc2sc(C)c(C)c2C#N)nnc1C(C)C	-14%	4	-5%	0%	1%	2%	4%
36	COc1ccc(-c2nc3scc(CCNS(=O)(=O)c4ccccc4F)n3n2)cc1	1%	-15	.	.	-5%	.	-3%
37	O=C(CCCc1ccccc1)Nc1ccc2c(c1)OCCO2	-2%	147	-7%	-6%	3%	-26%	.
38	Cc1ccc(NC(=O)c2ccccc2-c2ccccc2C(=O)O)cc1	-5%	-34	-1%	5%[11.6 µM]	-5%	-25%	-4%
39	CCN(Cc1ccccc1)S(=O)(=O)c1ccc(F)c(C(=O)Nc2cc(C)ccc2OC)c1	-4%	-28	.	.	-2%	.	-10%
40	N#CCSc1nc2c(cc1C#N)CCCCCC2	-14%	-68*	-2%	-6%	0%	-38%	-3%
41	Cc1ccc(OCc2csc(N)n2)cc1	-1%	34	-3%	-2%	-26%	-17%	0%
42	C/C(=C\C(=O)c1cccnc1)Nc1ccc(C)c(C)c1	?	-40	1%	-3%	7%	104%[activator]	-1%
43	CC1(C)SC(=S)N(/N=C/c2cccnc2)C1N(O)C(=O)Nc1ccccc1 (stereo unspecified)	-3%	5	0%	18%	2%	-15%	3%
44	CCOc1cc(-n2cnnn2)c(OCC)cc1NC(=O)c1cnccn1	-1%	4	1%	2%	-5%	-17%	-6%
45	CC(C)CC(=O)Nc1ccc(S(=O)(=O)N2CC3CC(C2)c2cccc(=O)n2C3)cc1 (stereo unspecified)	-2%	-5	.	-3%	3%	-13%	2%
46	Cc1cc(C)n2c(Nc3ccc4c(c3)OCCO4)c(-c3ccco3)nc2n1	?	.	2%	.	.	-12%	42%[activator]
47	CC(C)OP(=O)(OC(C)C)C1(O)C(=O)Nc2ccc(Br)cc21 (stereo unspecified)	-6%	30	-7%	-4%	5%	13%	-27%
48	COc1ccc(CN(N=O)C2CC(=O)N(c3ccc(OC)cc3)C2=O)cc1 (stereo unspecified)	4%	9	3%	-4%	1%	-15%	24%
49	Cc1ccc(CNC(=O)CC(C)S(=O)(=O)c2ccc3c(c2)NC(=O)CO3)cc1 (stereo unspecified)	-1%	0	-1%	3%	1%	-21%	4%
50	Nc1nnc(SCC(=O)Nc2cccc(F)c2)s1	6%	6	.	.	1%	.	2%
51	CN1CCN(C(CNC(=O)Nc2ccc(Cl)cc2)c2ccc(F)cc2)CC1 (stereo unspecified)	?	-25	-1%	8%	-2%	1%	4%
52	Cc1ccc(S(=O)(=O)N2CCOCC2)cc1C(=O)N1CCN(c2ccc(C(F)(F)F)cn2)CC1	.	-76*	.	0%	-4%	237%[activator]	.
53	CCN(CC)c1ccc(NS(=O)(=O)c2cn(C)c(=O)n(C)c2=O)c(C)c1	-14%	-38	-3%	-14%	-5%	16%	?
54	C/C=C(\C)CN1CCC(n2nccc2NC(=O)CCc2ccccc2)CC1	?	?	-10%	-3%	-3%	-15%	-3%
